Source: PubChem BioAssay
p53 reactivation = mutant p53 re-activation in reporter cells | H1299 p53-A138V BP100-luciferase reporter, luminescence, 24 h | Potency, µM (doses to about 92.2 µM), for the others: at the highest dose activity change, positive = activation, actives largely listed as activators | AID 504706 | actives 0.063% (n = 320,000); note: potency is the fitted concentration of half-maximal effect; % of control where 0% means no effect; nearly all actives have a fitted effect of over 45% in size
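H1299 (p53-null), stable ts p53-A138V + BP100-Luc; 1000 cells/well, Opti-MEM/10% FBS; cpd 4 pt, 1:5; 24 h, 37 deg C, 5% CO2; detection reagent 10 min RT; luminescence.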
ELG1 repair inh = blocks ELG1-dependent DNA repair in HEK293T cells. HEK293T ELG1-luciferase reporter, luminescence, 16 h; DNA damage induced by 5-fluorouridine. Potency, µM (top dose mostly 46.1 µM), for the others: at the highest dose activity change, negative = inhibition, usual class: inhibitors. actives 2.3% (n = 330,000). AID 504467; note: potency is the fitted concentration of half-maximal effect; % is set by controls: 0 for no effect and ±100 for the full control effect; nearly all actives have a fitted effect of over 55% in size
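HEK293T cells expressing luciferase-tagged ELG1 (2,000/well) received 5-Fluorouridine plus compound or DMSO for 16 hr at 37 °C. Luciferase was read by ONE-Glo luminescence after 30 min at room temperature.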
B2AR arrestin = agonists driving beta-arrestin recruitment to human beta2-adrenergic receptor. P07550. actives 0.02% (n = 330,000). AID 492947. beta-arrestin recruitment to beta2AR, cell-based reporter. Potency, µM (series often up to 46.1 µM), inactives show at the top dose activation, usual class: activators;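 note: potency is the fitted concentration of half-maximal effect; 0% = DMSO controls and full agonism = EC100 isoproterenol or metaproterenol; nearly all actives have a fitted effect of over 65% in size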
A-T KAP1 phos = candidate therapy for ataxia-telangiectasia; […] A-T fibroblasts, KAP-1 phosphorylation AlphaLISA; neocarzinostatin DNA damage 30 min before lysis; actives 0.19% (n = 320,000); Potency, µM (highest dose often 57.5 µM), without a hit: at the highest dose activation, usual class: activators; note: potency is the fitted concentration of half-maximal effect; % of control where 0% means no effect; nearly all actives have a fitted effect of over 45% in size
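ATM-like activity read as KAP-1 phosphorylation via AlphaLISA donor/acceptor antibody pairs after lysis and 6 hr at 25C. Cells were ATM-null patient fibroblasts ([…], hTERT), dosed 60 min, then exposed to the DSB inducer NCS for 30 min.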
TCR activator = activates T cell receptor signaling; primary human leukocytes, anti-CD3, IL-2 HTRF, 48 h; Potency, µM (highest dose often 9.22 µM), without a hit: top-dose activation of IL-2 secretion, actives largely listed as activators; 330,000 tested, under 10 active; note: % of control where 0% means no effect
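Human primary leukocytes + a-CD3 beads + cpd, 48 hr; IL-2 in supernatant by HTRF (ex 320nm / em 665nm). No co-stimulatory signal supplied.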
TSG101-PTAP inh = blocks PTAP/TSG101 interaction to inhibit HIV-1 budding | Q99816 | Fluorescence polarization, FITC-PTAP peptide / Tsg101 binding | Potency, µM (highest dose often 115 µM), without a hit: at the top dose activity change, negative = inhibition, usual class: inhibitors | 340,000 tested, under 10 active | AID 493005; active = well fitted inhibition curve with a large enough effect in the main read-out, with a control signal flat, not every such curve was filed as active; inconclusive = small, poorly fitted or top-dose-only effect, or effect the other way, or a change in a side signal; inactive = no such curve, though single readings can be large or run the other way; note: potency is the fitted concentration of half-maximal effect; % of control where 0% means no effect
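Fluorescence polarization binding of Tsg101 binding domain (10 uM final) to FITC-labeled PTAP peptide (50 nM final) in HEPES pH 7.5 buffer with NaCl, Tween 20, EDTA, TCEP. Compounds added before peptide; binding 20 min at RT.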
CXXC DNA block = blocks binding of human MLL CXXC domain to DNA; MLL-CXXC / FITC-HOXA9 DNA fluorescence polarization; Potency, µM (doses to about 115 µM), for the others: at the highest dose activity change, negative = inhibition, usual class: inhibitors; actives 0.037% (n = 290,000); AID 2662; active = well fitted inhibition curve with a large enough effect in the polarisation, with a control signal flat, not every such curve was filed as active; inconclusive = small, poorly fitted or top-dose-only effect, or effect the other way, or a change in a side signal; inactive = no such curve, though single readings can be large or run the other way; the % refers to the polarisation; note: potency is the fitted concentration of half-maximal effect
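Steps: dispense CXXC domain solution (7 uM) → pin compounds or unlabeled HOX-A9 DNA control → 5 min ambient → add FLSN-HOX-A9 solution (50 nM) → spin → 30 min ambient → fluorescence polarization. Tris pH 7.5/NaCl/DTT/BSA buffer.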
a7 integrin act = activates integrin-mediated alleviation for muscular dystrophy; alpha7betagal myoblasts, beta-gal FDG fluorescence, 48 h; Potency, µM (titrated, usually from 38.3 µM), for the others: top-dose activation, usual class: activators; actives 0.064% (n = 350,000);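 note: potency is the fitted concentration of half-maximal effect; 100% = response of the positive control SU9516; nearly all actives have a fitted effect of over 60% in size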
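alpha7betagal+/- myoblasts (passage 13, 250/well) treated 48 h at 37C with compounds at 1:260 dilution of DMSO stock. Lysed, then beta-galactosidase activity read as FDG fluorescence (ex 480/em 540) after 30 min, with pre-read for autofluorescence.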
TRPV1 agonist = agonists of human vanilloid receptor 1 (TRPV1); actives 0.19% (n = 320,000); TRPV1-expressing cells, Fluo-8 calcium influx, agonist mode; activation, % at 8.33 µM; AID 540275; in the data active = activation above about 80%; inconclusive = between about 30% and that limit; note: 0% is about no effect
Target sequence (Q8NER1 whole entry, looked up): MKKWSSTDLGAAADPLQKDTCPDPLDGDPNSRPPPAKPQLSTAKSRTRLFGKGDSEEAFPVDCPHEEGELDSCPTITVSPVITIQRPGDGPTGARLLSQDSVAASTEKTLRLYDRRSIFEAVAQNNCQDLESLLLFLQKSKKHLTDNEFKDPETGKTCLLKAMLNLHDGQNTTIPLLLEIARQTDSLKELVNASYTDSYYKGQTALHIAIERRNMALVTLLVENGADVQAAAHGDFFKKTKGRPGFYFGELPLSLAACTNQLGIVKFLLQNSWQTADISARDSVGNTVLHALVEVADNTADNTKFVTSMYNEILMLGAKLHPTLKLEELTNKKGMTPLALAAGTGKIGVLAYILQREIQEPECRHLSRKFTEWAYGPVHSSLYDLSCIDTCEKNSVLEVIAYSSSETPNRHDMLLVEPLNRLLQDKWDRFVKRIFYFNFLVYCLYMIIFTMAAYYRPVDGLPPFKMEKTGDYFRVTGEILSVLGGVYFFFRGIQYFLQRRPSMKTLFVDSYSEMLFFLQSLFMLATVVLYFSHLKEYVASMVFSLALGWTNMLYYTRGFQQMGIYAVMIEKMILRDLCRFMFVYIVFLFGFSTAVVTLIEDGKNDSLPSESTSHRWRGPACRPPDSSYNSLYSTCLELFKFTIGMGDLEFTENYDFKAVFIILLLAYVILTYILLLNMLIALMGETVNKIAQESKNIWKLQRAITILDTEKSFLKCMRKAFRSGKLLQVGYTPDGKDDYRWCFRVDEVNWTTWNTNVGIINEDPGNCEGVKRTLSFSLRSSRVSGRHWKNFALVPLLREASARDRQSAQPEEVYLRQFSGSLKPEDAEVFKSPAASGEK
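Cells expressing TRPV1 were dye-loaded with Fluo-8 and read kinetically: 10 s baseline, 3 min after compound (agonist portion), then 2 min after EC20 capsaicin (allosteric enhancer portion). Calcium-bound dye fluorescence at 480/520 nm.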
BRCA1 expr up = activators of BRCA1 expression; actives 1.1% (n = 380,000); Potency, µM (doses to about 46.1 µM), without a hit: at the top dose activation, hits mostly activators; MCF7-BRCA1-FFLuc reporter, luminescence, 48 h; response scale: scaled: vehicle 0%, 10 µM genistein 100%; note: potency is the fitted concentration of half-maximal effect; nearly all actives have a fitted effect of over 80% in size; some results filed as inactive show a strong effect at the top dose
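Using MCF7 cells harboring a BRCA1 firefly luciferase reporter, plated 2 h before compound pinning, the screen measured luminescence after 48 h incubation. Responses were normalized to DMSO and 10 microM genistein, then fitted for concentration-effect.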
The depositor's hits bear a star; ? = inconclusive; / = no result given; [ ] = dose if it differs, or a comment. Unless noted, calls come from the whole dose curve; as a rule, active = well fitted curve in the direction sought with a large enough effect; inconclusive = small, poorly fitted or top-dose-only effect, or another doubt; inactive = no such curve, though single readings can be large; an effect the other way counts as inactive or inconclusive.

cpd	molecule	TCR activator	BRCA1 expr up	TRPV1 agonist	TSG101-PTAP inh	ELG1 repair inh	B2AR arrestin	A-T KAP1 phos	CXXC DNA block	p53 reactivation	a7 integrin act
1	CC(=O)c1ccc[n+](CC(=O)NC(C)c2ccccc2)c1 (stereo not given)	-1.0%	-16.5%	-5.3	-0.4%	0.0%	1.1%	6.7%	-15.8%	-0.3%	10.8%
2	O=C(CNS(=O)(=O)c1ccc(C(=O)N2CCOCC2)cc1)N1CCOCC1	2.0%	1.9%	5.9	-7.9%	-4.9%	0.1%	-3.3%	7.6%	1.4%	-3.8%
3	O=C(CN1C(=O)S/C(=C\c2ccc(O)cc2)C1=O)c1ccccc1	1.4%	-30.7%	5.1	0.5%	16.6%	0.0%	-6.0%	-2.9%	5.7%	-5.6%
4	O=C(NN1C(=O)c2ccccc2NC1c1ccco1)c1ccc([N+](=O)[O-])cc1 (stereo not given)	6.3%	20.2%	3.5	2.0%	6.7%	0.4%	5.5%	0.2%	16.7%	-3.6%
5	CCOC(=O)c1ccc(N2C(=O)CC(C(=O)OC)=C2C)cc1	-3.0%	0.6%	-2.5	-10.3%	-3.2%	-1.0%	-5.8%	17.5%	0.7%	-40.4%
6	CCOC(=O)C1=C(C)NC(C)=C(C(=O)OCC)C1C(=O)OCC(=O)NCc1ccco1	-13.5%	-39.4%	/	0.3%	10.3µM*	-1.0%	1.1%	/	-5.2%	5.7%
7	CC(C)(C)NS(=O)(=O)c1ccc(NC(=O)NC2CCCCC2)cc1	-4.9%	0.3%	4.6	-2.7%	7.0%	0.2%	-11.1%	6.9%	3.8%	-2.9%
8	COc1ccc(CC(=O)OCc2cc3ccccc3[nH]c2=O)cc1	2.3%	-14.8%	1.0	-0.7%	2.9%	0.0%	8.1%	3.8%	2.2%	4.3%
9	COc1cccc(C2NC(=S)NC3=C2CCc2ccccc23)c1 (stereo not given)	2.9%[46.1 µM]	-8.0%	-1.8	-0.5%	7.9%	-0.6%	-0.4%	?	5.0%	-6.1%
10	COc1cccc2c1OC1(C)CC2N(C(=O)c2ccco2)C(=S)N1c1ccc(F)cc1 (stereo not given)	2.6%	-23.6%	-11.2	0.6%	-3.1%	-0.5%	2.0%	16.1%	1.3%	-11.2%
11	Cc1ccc(Sc2ncnc3onc(C)c23)cc1	-2.1%	14.6%	3.9	-7.8%	-16.1%	0.3%	-6.8%	7.8%	-52.5%[inhibitor]	22.6%
12	COc1ccc(-n2nc(N)c3c(=O)oc(N(C)C)nc32)cc1	-3.1%	1.9%	-2.8	-2.9%	-4.0%	2.4%	-7.5%	-7.6%	-1.5%	?
13	Cc1cccc(C)c1OCc1cc(C(=O)N2CCC(c3ccncc3)CC2)no1	10.5%	57.2%	?	-7.0%	?	0.1%	17.5%	4.6%	?	-63.5%[inhibitor]
14	NS(=O)(=O)c1ccc(N/N=C/c2ccccn2)c([N+](=O)[O-])c1	6.3%	21.8%	-4.0	-6.2%	17.9%	0.2%	5.4%	5.0%	3.3%	?
15	COc1ccc(-c2nnn(CC(=O)N(CCCO)C(C(=O)NC3CCCC3)c3ccc(F)cc3)n2)cc1 (stereo not given)	-2.7%	-11.5%	2.3	-1.6%	-10.1%	0.3%	5.7%[11.5 µM]	-12.0%	-1.9%	1.9%
16	COc1cccc(CNC(=O)CCNS(=O)(=O)c2cccc3nonc23)c1	0.8%	-5.1%	-2.7	-1.8%	10.5%	0.0%	-0.6%	4.3%	-0.7%	8.8%
17	O=C(COC(=O)/C=C/c1cccs1)Nc1cccc(S(=O)(=O)N2CCOCC2)c1	-1.3%	17.4%	-3.7	-0.8%	-9.1%	0.0%	-1.9%	-23.7%	0.8%	0.0%
18	COc1cc(OC)cc(-c2c(-c3cccs3)c3cc(-c4ccc(OC)cc4F)ccc3n2C)c1	1.0%	-13.6%	-2.4	/	2.8%	0.1%	1.7%	/	5.2%	34.0%
19	Cc1nc(-n2nnc3cc(C)c(C)cc32)c2c3c(sc2n1)CCCC3	-9.0%	-3.5%	19.9	-5.5%	-1.3%	-0.3%	?	-0.2%	-6.7%	18.8%
20	COc1ccc(CNC(=O)CCOc2ccc(C(C)(C)C)cc2)cc1	-3.7%	-13.8%	-7.0	-2.5%	-8.7%	0.3%	-2.3%	7.4%	-1.1%	-11.2%
21	CC(=O)Nc1ccc(NC(=O)CSc2nnc(N)n2-c2ccccc2)cc1	1.7%	-18.0%	/	-16.7%	/	/	/	/	/	-3.0%
22	CC1CCN(S(=O)(=O)c2ccc(NC(=S)NC(=O)c3ccc(Cl)cc3)cc2)CC1	3.5%	-12.2%	-5.6	-0.3%	?	0.1%	-2.2%	-4.4%	-0.2%	5.9%
23	C=CCc1c(C)nc2cc(-c3ccccc3)[nH]n2c1=O	12.8%	53.1%	-4.1	-3.6%	?	0.2%	0.0%	46.8%[activator]	/	19.0%
24	CCCCOc1ccc(C2C(=O)N(C3CCCCC3)CC(=O)N2CC2CCCO2)cc1 (stereo not given)	-0.2%	-28.3%	?	-4.5%	1.0%	-1.0%	13.9%	0.8%	-2.3%	-6.7%
25	CC1CCN(C(=O)CCNS(=O)(=O)c2ccc3c(c2)c(=O)n(C)c(=O)n3C)CC1	4.2%	-1.8%	0.2	0.7%	0.5%	-0.4%	-0.5%	-0.4%	-1.1%	-14.0%
26	CCc1nnc(NC(=O)c2cc(-c3ccco3)nc3ccccc23)s1	2.3%	-25.8%	1.2	-4.3%	-4.0%	0.1%	1.2%	-4.6%	-1.9%	-0.8%
27	COc1ccccc1NC(=O)Cn1cc(C(=O)C(=O)N2CCOCC2)c2ccccc21	-6.0%	-33.0%	-4.0	-2.6%	-3.5%	-0.9%	1.3%	-4.2%	15.1%	?
28	O=C(COC(=O)c1ccc(Cl)c(S(=O)(=O)N2CCCC2)c1)NC1CCCCC1	5.7%	24.8%	2.2	-0.5%	-3.2%	-0.2%	3.0%	12.4%	0.0%	15.7%
29	O=c1c2ccccc2ncn1Cc1ccco1	/	2.4%	-0.2	-3.4%	1.1%	-0.2%	8.8%	2.5%	4.0%	13.4%
30	CCC(NC(=O)CCc1nnc(-c2cc(C)on2)o1)C12CC3CC(CC(C3)C1)C2 (stereo not given)	2.0%	-8.1%	16.1	-1.4%	17.1%	-0.3%	4.2%	0.4%	/	23.4%

(further entries)
cpd	molecule	TCR activator	BRCA1 expr up	TRPV1 agonist	TSG101-PTAP inh	ELG1 repair inh	B2AR arrestin	A-T KAP1 phos	CXXC DNA block	p53 reactivation	a7 integrin act
31	COCCCn1c(=N)c(C(=O)NCC2CCCO2)cc2c(=O)n3cccc(C)c3nc21 (stereo not given)	-3.3%[46.1 µM]	0.7%	-14.1	-5.8%	?	0.2%	3.5%	1.9%	-5.8%	-25.5%
32	CCCCC(CC(O)COCC(C)C)C(=O)NN (stereo not given)	-14.1%	-1.1%	2.5	-3.4%	?	-0.1%	4.8%	2.7%	8.1%	-15.3%
33	CN(C(=O)COC(=O)CSc1ccc(C(N)=O)cc1[N+](=O)[O-])C1CCCCC1	-4.6%	-12.9%	-0.6	-1.5%	13.4%	0.2%	-7.7%	/	-0.3%	-7.2%
34	COC(C(=O)Nc1ccc(F)cc1F)c1ccccc1 (stereo not given)	-1.2%	2.5%	3.2	1.1%	0.1%	0.4%	3.3%	3.6%	-0.9%	0.4%
35	CC1(C)Oc2ccc3ccc(=O)oc3c2C[C@H]1O[C@@H]1O[C@H](CO)[C@@H](O)[C@H](O)[C@H]1O	-1.8%	-2.3%	/	-0.1%	?	-0.2%	-3.1%	/	0.9%	9.0%
36	O=C(CCN1CCOCC1)NCC1COc2ccccc2O1 (stereo not given)	3.7%[46.1 µM]	-2.1%	0.8	-3.4%	0.7%	-1.5%	4.0%	3.6%	-6.3%	0.0%

Reformatted: results already given
17. O=C(COC(=O)/C=C/c1cccs1)Nc1cccc(S(=O)(=O)N2CCOCC2)c1
18. COc1cc(OC)cc(-c2c(-c3cccs3)c3cc(-c4ccc(OC)cc4F)ccc3n2C)c1
Screen / compound no. | 17 | 18
TCR activator | -1.3% | 1.0%
BRCA1 expr up | 17.4% | -13.6%
TRPV1 agonist | -3.7 | -2.4
TSG101-PTAP inh | -0.8% | /
ELG1 repair inh | -9.1% | 2.8%
B2AR arrestin | 0.0% | 0.1%
A-T KAP1 phos | -1.9% | 1.7%
CXXC DNA block | -23.7% | /
p53 reactivation | 0.8% | 5.2%
a7 integrin act | 0.0% | 34.0%

Only TCR activator, CXXC DNA block and ELG1 repair inh, for some of the entries so far:
| no. | SMILES | TCR activator | CXXC DNA block | ELG1 repair inh |
| --- | --- | --- | --- | --- |
| 32 | CCCCC(CC(O)COCC(C)C)C(=O)NN (stereo not given) | -14.1% | 2.7% | ? |
| 33 | CN(C(=O)COC(=O)CSc1ccc(C(N)=O)cc1[N+](=O)[O-])C1CCCCC1 | -4.6% | / | 13.4% |
| 34 | COC(C(=O)Nc1ccc(F)cc1F)c1ccccc1 (stereo not given) | -1.2% | 3.6% | 0.1% |
